Apoferritin bind = candidate novel general anesthetic via apoferritin binding | apoferritin/1-aminoanthracene competitive binding, fluorescence | Potency, µM (highest dose often 77.5 µM), for inactives: at the top dose activity change, negative = displacement, usual class: inhibitors | hit rate 0.074% among 350,000 | AID 485281; note: % is set by controls: 0 for no effect and ±100 for the full control effect; nearly all actives have a fitted effect of over 20% in size
Target sequence (P02791 2-175 limits assumed): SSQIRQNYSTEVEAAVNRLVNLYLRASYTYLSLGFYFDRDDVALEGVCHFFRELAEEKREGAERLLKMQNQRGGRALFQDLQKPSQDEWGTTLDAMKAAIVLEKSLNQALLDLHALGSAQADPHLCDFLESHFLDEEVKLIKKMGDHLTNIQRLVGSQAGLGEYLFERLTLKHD
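Horse-spleen apoferritin (10 uM) was mixed with 50% saturated 1-aminoanthracene in PBS, exposed to compounds for 10 min at room temperature, and read for fluorescence (ex 380 nm, em 535 nm). Competitive displacement was fitted with a four-parameter Hill equation.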
POLI inh = blocks human DNA polymerase iota activity; Q9UNA4; Pol iota fluorescent replication assay, 10 min; Potency, µM (series often up to 115 µM), for inactives: at the highest dose activity, negative = inhibition, most hits filed as inhibitors; hit rate 1% among 390,000; AID 588590
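Fluorescent replication assay read twice, at 0 min and 10 min after adding 50 nM (final) substrate. Enzyme (10 nM) and compounds were first incubated 15 min at room temperature; enzyme-free buffer wells were negative controls.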
BLM helicase inh = blocks DNA unwinding by human BLM helicase. Potency, µM (doses to about 56.1 µM), for the others: top-dose activity change, negative = inhibition, most hits filed as inhibitors. hit rate 0.2% among 350,000. recombinant BLM DNA unwinding, fluorescence dequenching;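 note: plate controls were vehicle for no effect and no enzyme for full effect; nearly all actives have a fitted effect of over 35% in size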
Pol beta inh = DNA polymerase beta (human) inhibition; hit rate 1.3% among 340,000; Potency, µM (titrated, usually from 114 µM), for the others: at the highest dose activity change, negative = inhibition, most hits filed as inhibitors; Pol beta primer extension/strand displacement, fluorescence kinetic; note: % is set by controls: 0 for no effect and ±100 for the full control effect
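Pol beta (10 nM) and compounds were preincubated 15 min at room temperature, then 50 nM substrate (final) started primer extension/strand displacement. Reads were taken at 0 and 10 min; concentration-response data were fitted to a four-parameter Hill equation.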
BAZ2B inh = BAZ2B (human) inhibition; AlphaScreen BAZ2B-H3K14Ac peptide displacement; Q9UIF8; Potency, µM (highest dose often 114 µM), for inactives: at the highest dose activity change, negative = inhibition, most hits filed as inhibitors; hit rate 4.4% among 360,000; note: % is set by controls: 0 for no effect and ±100 for the full control effect; nearly all actives have a fitted effect of over 60% in size
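In this displacement format the biotinylated H3(5-23) peptide acetylated at Lys14 serves as ligand at 50 nM, with BAZ2B at 50 nM in PBS pH 7.4 containing 0.01% Tween-20. Donor and acceptor beads are 10 ug/mL final.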
G9a inh = blocks human histone lysine methyltransferase G9a; AID 504332; hit rate 8.8% among 350,000; G9a H3K9 monomethylation, AlphaScreen, 2 h; Potency, µM (highest dose often 102 µM), for inactives: at the highest dose activity, negative = inhibition, most hits filed as inhibitors; Q96KQ7; note: % is set by controls: 0 for no effect and ±100 for the full control effect; nearly all actives have a fitted effect of over 75% in size
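Chemiluminescent proximity detection of H3K9 monomethylation, read after 10 min bead incubation in the dark. Reaction: 20 nM G9a, 500 nM biotin-H3K9 peptide, 20 uM SAM cofactor, 2 h, room temperature, following 15 min enzyme-compound preincubation.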
APE1 inh = blocks human APE1 abasic DNA cleavage; recombinant APE1, TAMRA/BHQ-2 abasic DNA cleavage fluorescence; Potency, µM (highest dose often 65.8 µM), without a hit: top-dose activity change, negative = inhibition, usual class: inhibitors; hit rate 0.35% among 350,000; AID 2517;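 note: plate controls were vehicle for no effect and reference inhibitor for full effect; nearly all actives have a fitted effect of over 55% in size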
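Incision of a quenched TAMRA/BHQ-2 THF abasic-site duplex (50 nM) by 0.75 nM APE1, after 15 min compound preincubation, measured as fluorescence increase over three 60 s reads. Values normalized to buffer, DMSO and NSC13755 control wells.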
POLH inh = blocks human DNA polymerase eta activity; recombinant Pol eta, fluorescent DNA replication assay; AID 588591; Potency, µM (series often up to 114 µM), without a hit: at the top dose activity change, negative = inhibition, most hits filed as inhibitors; hit rate 1.2% among 390,000; note: % is set by controls: 0 for no effect and ±100 for the full control effect
Target sequence (Q9Y253 whole entry, looked up): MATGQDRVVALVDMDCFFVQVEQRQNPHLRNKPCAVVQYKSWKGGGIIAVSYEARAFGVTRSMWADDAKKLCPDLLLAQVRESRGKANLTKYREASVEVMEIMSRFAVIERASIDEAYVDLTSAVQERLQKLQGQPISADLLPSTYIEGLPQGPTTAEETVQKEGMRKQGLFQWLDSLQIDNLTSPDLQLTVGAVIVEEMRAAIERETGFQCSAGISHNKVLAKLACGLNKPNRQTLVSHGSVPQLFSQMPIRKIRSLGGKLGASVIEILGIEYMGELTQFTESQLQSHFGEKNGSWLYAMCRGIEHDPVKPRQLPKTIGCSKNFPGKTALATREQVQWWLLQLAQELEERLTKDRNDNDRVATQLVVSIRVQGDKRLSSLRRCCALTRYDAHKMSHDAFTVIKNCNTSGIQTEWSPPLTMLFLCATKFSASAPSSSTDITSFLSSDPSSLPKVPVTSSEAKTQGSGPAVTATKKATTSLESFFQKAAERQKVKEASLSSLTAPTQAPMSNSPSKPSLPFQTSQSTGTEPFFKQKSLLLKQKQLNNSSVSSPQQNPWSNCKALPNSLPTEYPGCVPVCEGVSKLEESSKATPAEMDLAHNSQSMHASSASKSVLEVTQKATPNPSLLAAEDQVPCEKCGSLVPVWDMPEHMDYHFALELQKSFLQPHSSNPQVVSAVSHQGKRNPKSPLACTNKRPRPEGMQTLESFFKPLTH
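Pol eta at 10 nM preincubated with compounds 15 min at room temperature; reaction started with fluorescent substrate (50 nM final) and read kinetically at 0 and 10 min.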
Pol kappa inh = blocks human DNA polymerase kappa activity; Potency, µM (top dose mostly 107 µM), for the others: top-dose activity, negative = inhibition, hits mostly inhibitors; Q9UBT6; hit rate 0.53% among 400,000; AID 588579; purified Pol kappa, fluorescent DNA synthesis assay, 10 min; note: % is set by controls: 0 for no effect and ±100 for the full control effect
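Readout: fluorescence, taken kinetically at 0 and 10 min. Conditions: 10 nM Pol kappa, 15 min RT compound preincubation, 50 nM substrate final. Controls: enzyme-free buffer wells.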
* marks the source's active call; other numbers are inactive results; & = joins results of further samples; [ ] = another dose, or the depositor's remark. Calls come from the whole dose curve; as a rule, active = well fitted curve in the direction sought with a large enough effect; inconclusive = small, poorly fitted or top-dose-only effect, or another doubt; inactive = no such curve, though single readings can be large; an effect the other way counts as inactive or inconclusive. Potency is the fitted concentration of half-maximal effect. Some of the compounds tested (hit frequency here may not be typical).

How did Nn1c(Cc2cccc3ccccc23)nnc1SCc1c(F)cccc1Cl do in these assays?
Apoferritin bind: inconclusive; POLI inh: 22%; BLM helicase inh: -10%; Pol beta inh: 16%; BAZ2B inh: -4%; G9a inh: -23%[59 µM]; APE1 inh: -5%; POLH inh: -7%; Pol kappa inh: -9%

How did O=S(=O)(NCCc1ccccc1)c1ccc(Br)cc1 do in these assays?
Apoferritin bind: inconclusive; POLI inh: 14%; BLM helicase inh: -9%; Pol beta inh: -20%; BAZ2B inh: 9%; G9a inh: 27%; APE1 inh: 30%; POLH inh: -22%; Pol kappa inh: -2%

Results for Clc1ccc(-c2nnc(CNC3CC3)o2)cc1 ?
Apoferritin bind: -15%; POLI inh: 3%; BLM helicase inh: -3%; Pol beta inh: inconclusive; BAZ2B inh: 4%; G9a inh: 16%[59 µM]; APE1 inh: 2%; POLH inh: -7%; Pol kappa inh: 9%

Results for CN(C)CCCNc1oc(-c2ccccc2Cl)nc1S(=O)(=O)c1ccc(F)cc1 ?
Apoferritin bind: -12%; POLI inh: 17%; BLM helicase inh: 2%; Pol beta inh: -1%; BAZ2B inh: -39%; G9a inh: inconclusive; APE1 inh: 61%[activator]; POLH inh: -20%; Pol kappa inh: -1%

Results for Cc1noc(C)c1C(=O)OCC(=O)NCCc1ccc(S(N)(=O)=O)cc1 ?
POLI inh: 65%[activator]; APE1 inh: 9%; POLH inh: -24%; Pol kappa inh: -16%

How did CCN1CCN(CC(=O)Nc2ccc(S(=O)(=O)N3C(C)CCCC3C)cc2)CC1 (stereo unspecified) do in these assays?
Apoferritin bind: -11%; POLI inh: 25%; BLM helicase inh: -2%; Pol beta inh: 39%; BAZ2B inh: -9%; G9a inh: -3%; APE1 inh: 10%; POLH inh: 1%; Pol kappa inh: 4%

How did CC1CC1C(=O)OCC(=O)NC(=O)NC12CC3CC(CC(C3)C1)C2 (stereo unspecified) do in these assays?
Apoferritin bind: inconclusive; POLI inh: 58%[activator]; BLM helicase inh: -5%; Pol beta inh: inconclusive; BAZ2B inh: 1%; G9a inh: 25%; APE1 inh: -5%; POLH inh: -18%; Pol kappa inh: -9%

What do the screens show for `O=C(O)c1cccc(NC(=O)c2cccc(NC(=O)C3CCCO3)c2)c1` (stereo unspecified)?
Apoferritin bind: -5%; POLI inh: 15%; BLM helicase inh: -2%; Pol beta inh: 7%; BAZ2B inh: 4%; G9a inh: 10%[12.7 µM]; APE1 inh: -4%; POLH inh: 9%; Pol kappa inh: 10%

Results for Cc1ccc2c(=O)cc(C(=O)Nc3ccc(S(=O)(=O)Nc4onc(C)c4C)cc3)oc2c1 ?
Apoferritin bind: -6%&7%; POLI inh: -15%&-10%; BLM helicase inh: -1%&-8%; Pol beta inh: inconclusive; BAZ2B inh: -37%&-22%; G9a inh: -5%[59 µM]; APE1 inh: 2%; POLH inh: -28%&-12%; Pol kappa inh: -9%&-5%

Results for Cc1ccc(Cl)cc1NC(=O)c1ccccn1 ?
Apoferritin bind: -2%; POLI inh: 45%[activator]; BLM helicase inh: 0%; Pol beta inh: 5%; G9a inh: inconclusive; APE1 inh: -2%; POLH inh: 0%; Pol kappa inh: 2%

What do the screens show for `O=C(NC1(C(F)(F)F)N=C(c2ccccc2)N(C2CCCCC2)C1=O)c1ccc(F)cc1` (stereo unspecified)?
Apoferritin bind: 7%; POLI inh: 15%; BLM helicase inh: -4%; Pol beta inh: 25%; BAZ2B inh: -18%; G9a inh: -1%[59 µM]; POLH inh: -10%; Pol kappa inh: 9%

How did CCOC(=O)c1nc(C)nc(Sc2n[nH]c(-c3ccccc3)n2)c1C do in these assays?
Apoferritin bind: 2%; POLI inh: 17%; BLM helicase inh: -3%; Pol beta inh: 16%; BAZ2B inh: -14%; G9a inh: inconclusive; APE1 inh: 2%; POLH inh: -20%; Pol kappa inh: -6%

Results for Cc1c(NC(=O)c2ccc(NS(=O)(=O)c3ccc(F)c(F)c3)cc2)c(=O)n(-c2ccccc2)n1C ?
POLI inh: -7%; APE1 inh: 19%; POLH inh: -7%; Pol kappa inh: -5%

What do the screens show for `O=C(Cn1cnc2c(NC(=O)OCc3ccccc3)ncnc21)NCc1ccccn1`?
POLI inh: -8%; BAZ2B inh: 2%; G9a inh: 3%[0.501 µM]; APE1 inh: -1%; POLH inh: -7%; Pol kappa inh: -14%

Results for COc1cc(C(c2sc3nc(C)nn3c2O)N2CCN(c3ccccc3)CC2)cc(OC)c1OC (stereo unspecified) ?
Apoferritin bind: -10%; POLI inh: 15%; BLM helicase inh: 2%; Pol beta inh: 0%; BAZ2B inh: 6%; G9a inh: 16%[59 µM]; APE1 inh: -1%; POLH inh: -14%; Pol kappa inh: 3%

How did O=C1Nc2ccccc2N(O)N1c1cc(-c2ccccc2)[nH]n1 do in these assays?
Apoferritin bind: -19%; POLI inh: 9%; BLM helicase inh: 1%; Pol beta inh: -26%; BAZ2B inh: -24%; G9a inh: -32%; APE1 inh: -4%; POLH inh: -1%; Pol kappa inh: -7%

How did COC(=O)c1ccc2c(=O)n(CC3CCCO3)c(=S)[nH]c2c1 (stereo unspecified) do in these assays?
Apoferritin bind: -4%; POLI inh: 0%; BLM helicase inh: -3%; Pol beta inh: 0%; BAZ2B inh: inconclusive; G9a inh: inconclusive; APE1 inh: inconclusive; POLH inh: -11%; Pol kappa inh: -8%

Results for COc1ccccc1CNC(=O)c1ccccc1OC ?
Apoferritin bind: inconclusive; POLI inh: 4%; BLM helicase inh: 0%; Pol beta inh: 2%; BAZ2B inh: -5%; G9a inh: inconclusive; APE1 inh: 0%; POLH inh: 8%; Pol kappa inh: -5%[60.1 µM]

Results for CC(=O)Nc1c2c(nn1-c1ccc(C)cc1C)CSC2 ?
Apoferritin bind: 4%; POLI inh: inconclusive; BLM helicase inh: 0%; Pol beta inh: -25%; BAZ2B inh: 11%; G9a inh: -34%[59 µM]; APE1 inh: -1%; POLH inh: 0%; Pol kappa inh: -12%

What do the screens show for `Cc1cccc([C@@H]2[C@@H]3C(=O)N(Cc4ccccc4)C(=O)[C@@H]3[C@]3(Cc4ccccc4)C(=O)N(c4cccc(Cl)c4)C(=O)N23)c1`?
POLI inh: 11%; BAZ2B inh: 7%; G9a inh: 22%[2.33 µM]; APE1 inh: 15%; POLH inh: -19%; Pol kappa inh: 6%

How did Nc1nc(C(F)(F)F)cc(=O)n1N do in these assays?
Apoferritin bind: -2%; POLI inh: -10%; BLM helicase inh: -4%; Pol beta inh: 19%; BAZ2B inh: 5%; G9a inh: 7%; APE1 inh: 6%; POLH inh: -21%; Pol kappa inh: -3%

Results for COc1ccc(CNCCS(=O)(=O)NC2CCCC2)cc1 ?
POLI inh: -5%; APE1 inh: 31%; POLH inh: -19%; Pol kappa inh: 6%

How did CCC(Cc1ccccc1)NC(=O)c1oc(=O)c2ccccc2c1-c1ccccc1 (stereo unspecified) do in these assays?
Apoferritin bind: inconclusive; POLI inh: 22%; BLM helicase inh: -8%; Pol beta inh: 0%; BAZ2B inh: 3%; G9a inh: 9%[59 µM]; POLH inh: -19%; Pol kappa inh: -5%[60.1 µM]

What do the screens show for `Cc1ccc(C(=O)NNC(=O)CCC(=O)Nc2cccc(Cl)c2C)cc1`?
Apoferritin bind: 0%; POLI inh: -18%; BLM helicase inh: -8%; Pol beta inh: 2%; BAZ2B inh: -7%; G9a inh: 7%; APE1 inh: 1%; POLH inh: -5%; Pol kappa inh: -7%

Results for COc1ccc(-c2cn3nc(N4CCC(C(=O)Nc5cccc(OC)c5)CC4)sc3n2)cc1 ?
Apoferritin bind: -11%; POLI inh: 11%; BLM helicase inh: -2%; Pol beta inh: 1%; BAZ2B inh: 4%; G9a inh: -10%[59 µM]; POLH inh: -11%; Pol kappa inh: -18%

What do the screens show for `CN(Cc1ccccc1)c1ccc2nnc(-c3ccccc3)n2n1`?
Apoferritin bind: -10%; POLI inh: 17%; BLM helicase inh: 0%; Pol beta inh: -23%; BAZ2B inh: -6%; G9a inh: 23%; APE1 inh: 0%; POLH inh: -20%; Pol kappa inh: -4%

Results for CSc1ccc(-c2nnc(NC(=O)c3ccc4c(c3)OCCO4)o2)cc1 ?
Apoferritin bind: -12%; POLI inh: -6%; BLM helicase inh: -3%; Pol beta inh: inconclusive; BAZ2B inh: -7%; G9a inh: 52%[activator][59 µM]; POLH inh: 1%; Pol kappa inh: -9%[60.1 µM]

What do the screens show for `COCc1ccc(C(=O)N2CCCC(CCC(=O)NCc3ccccc3F)C2)o1` (stereo unspecified)?
Apoferritin bind: -4%; POLI inh: -1%; BLM helicase inh: -1%; Pol beta inh: -1%; BAZ2B inh: 3%; G9a inh: 3%; APE1 inh: 0%; POLH inh: -2%; Pol kappa inh: 3%

What do the screens show for `CCCCCC(=O)NNC1CC(=O)N(c2ccccc2)C1=O` (stereo unspecified)?
Apoferritin bind: -6%; POLI inh: -2%; BLM helicase inh: -6%; Pol beta inh: -3%; BAZ2B inh: 2%; G9a inh: 6%[59 µM]; APE1 inh: 0%; POLH inh: -6%; Pol kappa inh: 4%

How did O=C(c1ccc(NS(=O)(=O)/C=C/c2ccccc2)cc1)N1CCCCC1 do in these assays?
POLI inh: 61%[activator]; BAZ2B inh: -3%; G9a inh: inconclusive; APE1 inh: 31%; POLH inh: -12%; Pol kappa inh: -23%

What do the screens show for `Cn1nnc(C(O)CNCc2ccc(Cl)cc2)n1` (stereo unspecified)?
Apoferritin bind: -2%; POLI inh: 90%[activator]; BLM helicase inh: -5%; Pol beta inh: 0%; BAZ2B inh: -31%; G9a inh: -48%[59 µM]; APE1 inh: -2%; POLH inh: 3%; Pol kappa inh: -14%

Screens deposited in PubChem BioAssay by National Center for Advancing Translational Sciences (NCATS).
